Compound activity as filed in PubChem BioAssay.
Shn3 inh set2: reduction of Shn3 3'UTR firefly luciferase signal, primary screen, Schnurri-3 inhibitor project, cell-based, Clone20 osteoblasts, set 2; Clone20 osteoblast Shn3 3'UTR firefly luciferase, 24 h; inhibition, % at 12.5 µM; actives 0.52% (n = 360,000); AID 588674, 2011;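 active = mean inhibition of at least 75% with every replicate also reaching 75%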;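 also: 0% = median of neutral control wells and 100% = pilot-screen positive control compound; some compounds past the cut are filed as inactive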
LRH-1 inv ag: LRH-1 (NR5A2) inverse agonists, primary screen, cell-based, luminescence, HEK293T, StAR-luciferase reporter; Nuclear receptor subfamily 5 group A member 2 (Homo sapiens), O00482; LRH-1 transfected, 24 h; inhibition, % at 3.6 µM; actives 0.13% (n = 360,000);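 active = inhibition above the mean inhibition of all tested compounds plus 3 SD, cut at about 73% in these data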;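 also: 0% = DMSO wells and 100% = reporter-only cells lacking LRH-1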
Target sequence (O00482 whole entry, looked up): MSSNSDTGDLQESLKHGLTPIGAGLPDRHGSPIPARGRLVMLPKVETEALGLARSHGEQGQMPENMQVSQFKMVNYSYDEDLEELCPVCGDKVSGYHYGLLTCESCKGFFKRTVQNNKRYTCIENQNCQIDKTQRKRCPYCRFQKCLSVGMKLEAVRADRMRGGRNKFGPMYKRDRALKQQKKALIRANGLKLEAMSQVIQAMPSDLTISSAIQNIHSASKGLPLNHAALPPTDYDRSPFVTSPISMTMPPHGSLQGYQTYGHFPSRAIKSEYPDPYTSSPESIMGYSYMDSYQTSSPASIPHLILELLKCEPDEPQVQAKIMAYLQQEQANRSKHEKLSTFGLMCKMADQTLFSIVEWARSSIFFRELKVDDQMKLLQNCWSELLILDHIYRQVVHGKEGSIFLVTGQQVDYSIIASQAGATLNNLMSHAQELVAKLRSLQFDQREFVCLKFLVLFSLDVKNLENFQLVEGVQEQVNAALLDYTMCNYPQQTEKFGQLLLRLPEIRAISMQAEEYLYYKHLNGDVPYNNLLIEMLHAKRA
SRC3 inh: SRC3 coactivator transcriptional activity inhibitors, primary screen, cell-based, luminescence; Nuclear receptor coactivator 3 (Homo sapiens), Q9Y6Q9; inhibition, % at 3.6 µM; actives 0.17% (n = 360,000); AID 588352, 2011; HEK293 GAL4-SRC3 luciferase reporter;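 active = inhibition above a per-campaign cutoff, the mean of all compounds plus 3 SD, cut at about 60% in these data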;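 also: 0% = DMSO-treated cells and 100% = gossypol-treated cells at 36 µM; higher means less SRC3-driven luciferase light from the GAL4 reporter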
TWEAK-Fn14 inh: inhibitors of TWEAK-Fn14 signaling, primary screen, luciferase reporter cells, uHTS; inhibition, % at 10 µM; AID 1159606, 2016; TWEAK-stimulated Fn14 reporter cells, luciferase luminescence, 8 h; actives 2% (n = 360,000); in the data active = inhibition above about 50%
NR2F2 inh: NR2F2 transcriptional activity inhibitors, primary screen, cell-based, luciferase reporter, HEK293T, luminescence; HEK293T NGFI-A luciferase reporter; actives 0.7% (n = 370,000); inhibition, % at 8.6 µM;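 active = inhibition above a per-plate cutoff, mean inhibition of test wells between control levels plus 3 SD, cut at about 38% in these data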;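 also: cells cotransfected with COUP-TFII expression vector driving the NGFI-A reporter; 0% = median of COUP-TF2 test wells and 100% = reporter-only cells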
Target sequence (P24468 whole entry, looked up): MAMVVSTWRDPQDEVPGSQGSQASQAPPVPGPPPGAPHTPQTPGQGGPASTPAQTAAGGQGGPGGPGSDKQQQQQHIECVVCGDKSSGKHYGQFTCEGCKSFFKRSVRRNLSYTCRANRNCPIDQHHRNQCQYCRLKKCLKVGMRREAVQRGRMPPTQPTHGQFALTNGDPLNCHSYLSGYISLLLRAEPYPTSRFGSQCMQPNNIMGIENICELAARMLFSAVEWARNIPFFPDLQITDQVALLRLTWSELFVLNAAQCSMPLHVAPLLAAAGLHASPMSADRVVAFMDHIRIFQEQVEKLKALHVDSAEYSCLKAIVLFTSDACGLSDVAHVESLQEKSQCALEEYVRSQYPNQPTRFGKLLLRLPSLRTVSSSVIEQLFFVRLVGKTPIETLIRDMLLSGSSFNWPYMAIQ
KKLEB tox: cytotoxicity in KKLEB CF airway cells, primary screen, cytotoxicity control for CF NF-kB inhibitor project, cell-based, uHTS, fluorescence assay plates; actives 0.36% (n = 360,000); activity change (cytotoxicity), % at 5 µM; KKLEB CF airway cells viability, ATPlite luminescence, overnight; stronger effect = lower value; cells stimulated with P. aeruginosa culture filtrate; AID 602141, 2011;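 active = corrected activity change at or below -50% at 5 µM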
TRAIL sens C8: viability loss with TRAIL in NB7+C8 cells, primary screen, TRAIL sensitizer project, cell-based, ATPlite luminescence; inhibition (viability loss, TRAIL sensitization), % at 10 µM; actives 1% (n = 360,000); AID 624354, 2012;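 active = compounds causing at least 50% loss of cell viability in the single-dose screen, relative to plate controls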
LMP1 NFkB inh: EBV LMP1-driven NF-kappaB luciferase reporter inhibitors, primary screen, cell-based, luminescence, single point; LMP1-induced NF-kappaB luciferase reporter cells; inhibition, % at 12.5 µM; actives 0.69% (n = 350,000); in the data active = inhibition above about 41%;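 also: 0% = neutral control wells and 100% = reference inhibitor control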
NCOA1 inh: SRC1 coactivator transcriptional activity inhibitors, primary screen, cell-based, luminescence; Nuclear receptor coactivator 1 (Homo sapiens), Q15788; HEK293 GAL4-SRC1 luciferase reporter; inhibition, % at 3.6 µM; actives 0.12% (n = 360,000); AID 588354, 2011;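 active = inhibition above the campaign mean plus 3 SD, with each screening campaign given its own cutoff, cut at about 60% in these data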;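 also: 0% = DMSO treated cells and 100% = gossypol at 36 µM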
CF NFkB inh: inhibitors of PAF-induced NF-kB signaling, primary screen, cell-based, GFP fluorescence, uHTS; inhibition, % at 5 µM; AID 588850, 2011; KKLEB NF-kB-GFP reporter, GFP fluorescence overnight; actives 0.86% (n = 360,000);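 active = at least 50% inhibition at 5 µM, scaled per plate between neutral and stimulator controls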;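 also: PAF is a Pseudomonas aeruginosa culture filtrate used as stimulus; plate controls were PAF-stimulated DMSO wells for no effect and unstimulated DMSO wells for full effect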
TROY signal inh: inhibitors of TROY-driven NF-kB signaling, primary screen, Q293 LMP1-TROYcd cells, NF-kB luciferase, uHTS; Q293 LMP1-TROYcd NF-kB luciferase reporter, 4 h; inhibition, % at 10 µM; actives 0.98% (n = 360,000); AID 1347056, 2019;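 active = compounds whose plate-normalised and pattern-corrected inhibition of the luciferase reporter signal at the single screening dose is 50% or more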
Active calls of the source: *; nt = no result given.

| structure | Shn3 inh set2 | LRH-1 inv ag | SRC3 inh | TWEAK-Fn14 inh | NR2F2 inh | KKLEB tox | TRAIL sens C8 | LMP1 NFkB inh | NCOA1 inh | CF NFkB inh | TROY signal inh |
| --- | --- | --- | --- | --- | --- | --- | --- | --- | --- | --- | --- |
| N=C1C2=C3Sc4ccccc4N3CCCC2=NN1c1cccc(S(=O)(=O)O)c1 | -5 | -13 | 5 | 8 | -4 | -4 | -20 | -13 | -9 | 13 | -20 |
| Cc1ccc(NC(=O)c2cc([N+](=O)[O-])ccc2N2CCOCC2)cc1S(=O)(=O)N(C)C | 8 | 8 | 26 | 1 | 1 | 2 | 6 | -7 | -12 | -8 | 23 |
| CCc1ccccc1NC(=O)Cn1ccn(-c2ccc(OC)cc2)c(=O)c1=O | 6 | 26 | 1 | 16 | 13 | 0 | 0 | -1 | -11 | -3 | 8 |
| CCOC(=O)N1CCN(CC(=O)Nc2c(C(=O)OC)[nH]c3cccc(Cl)c23)CC1 | 9 | 18 | 4 | -8 | nt | -5 | -17 | 5 | 4 | -2 | -3 |
| CC(C)N(Cc1cn[nH]c1-c1ccc(-c2ccccc2)cc1)Cc1nccn1C | -7 | -43 | -18 | -15 | -4 | -10 | 4 | -20 | -42 | 15 | -46 |
| Cc1ccc(S(=O)(=O)Nc2ccccc2CNc2ccc(Br)cn2)cc1 | 37 | 9 | 19 | 24 | 5 | -7 | -34 | 10 | -2 | 28 | 29 |
| Cc1cccc(C)c1OCC(=O)NC1CC1 | 4 | 0 | -6 | 0 | 16 | 1 | 9 | 5 | -8 | 10 | 2 |
| CCS(=O)(=O)N1Cc2ccccc2CC1C(=O)Nc1nc2c(C)cccc2s1 (stereo not drawn) | 10 | -28 | 3 | 20 | -11 | 18 | 8 | 13 | -11 | -14 | -3 |
| C/C(=N\NC(=O)C(N)=O)c1ccc(NC(=O)c2cccs2)cc1 | -51 | -91 | -64 | -5 | -22 | 9 | -3 | -4 | -80 | -20 | -29 |
| CCOc1ccc(C(=O)N[C@H](C(=O)NC2CCCCC2)C(C)C)cc1 | 4 | -7 | -33 | 0 | -28 | -2 | 0 | -14 | -1 | -13 | -29 |
| CC1=NN(c2ccccc2)C(=O)C1C(=O)c1ccc(Cl)cc1 (stereo not drawn) | 5 | 27 | 14 | 6 | 8 | -6 | 20 | 2 | 5 | -2 | 14 |
| O=C(O)/C=C/c1cn(-c2ccccc2)nc1-c1cc2ccccc2oc1=O | -116 | -116 | -90 | -7 | -22 | 15 | -6 | -18 | -71 | -19 | 1 |
| CCc1ccc(Cn2nnc(C(=O)NCc3ccccc3OC)c2N)cc1 | 11 | 20 | -21 | -2 | 9 | 14 | -17 | -6 | -4 | -22 | 6 |
| O=C1CC(c2ccccc2)CC(=O)C1Sc1ccc(Cl)cc1 (stereo not drawn) | -1 | -8 | 14 | -5 | 3 | 2 | -12 | -7 | -5 | 0 | 2 |
| O=C(Cc1ccc2c(c1)OCCO2)Nc1ccc(Cl)c(S(=O)(=O)N2CCOCC2)c1 | 8 | 4 | -9 | 12 | 1 | 4 | 4 | 10 | -12 | 15 | 15 |
| O=C(Nc1nc2ccccc2s1)c1ccc(F)cc1 | -45 | -190 | -102 | 48 | -28 | -18 | 46 | -42 | -107 | -36 | -23 |
| CCCSc1nc2c(c(=O)n(C)c(=O)n2C)n1Cc1ccc(C)cc1 | 30 | -6 | 13 | 68* | 4 | -4 | 1 | 2 | 13 | 11 | nt |
| COc1ccc(NC(=O)CN(C)C(=O)C(C)Oc2ccc(Br)cc2)cc1 (stereo not drawn) | -8 | 3 | 6 | 1 | 11 | 12 | 2 | 1 | -21 | -13 | 14 |
| Cc1ccc(S(=O)(=O)Oc2ccc(N3C(=O)C4C5CCC(C5)C4C3=O)cc2)cc1 (stereo not drawn) | 20 | 16 | 17 | 19 | 10 | 8 | 30 | 8 | -11 | 7 | 10 |
| O=c1[nH]c(=S)[nH]c2nc(-c3cccs3)cc(C(F)(F)F)c12 | -13 | -11 | -17 | -6 | 27 | -12 | -13 | 3 | -6 | 23 | 11 |
| Cc1ccc(NC(=O)COC(=O)Cc2ccc(Br)cc2)cc1S(=O)(=O)N1CCOCC1 | 15 | 1 | 0 | -13 | 6 | 2 | 5 | -7 | -6 | 12 | 32 |
| COc1ccc(OCCN2CCC(C(=O)NC(c3ccc(F)cc3)c3ccc4ccccc4n3)CC2)cc1 (stereo not drawn) | 17 | -12 | -47 | -4 | -10 | -5 | 10 | nt | 5 | -7 | -7 |
| COc1ccc(OCCn2cncn2)cc1 | -9 | -1 | -21 | -1 | -3 | 4 | 5 | 6 | 6 | -22 | -17 |
| COc1ccc(N(C(=O)c2cnccn2)C(C(=O)NC2CCCCC2)c2ccccc2)cc1 (stereo not drawn) | -15 | 4 | 1 | 8 | 8 | 6 | 7 | 5 | 14 | 4 | -17 |
| CCOc1ccc(C(=O)Nc2nc(C)cc(C)n2)cc1[N+](=O)[O-] | -20 | 8 | 14 | -17 | 7 | 2 | 4 | 1 | 11 | 1 | 5 |
| Brc1ccccc1OCCOCCOc1cccc2cccnc12 | 4 | -16 | 12 | -24 | 0 | -25 | -14 | 2 | 3 | 1 | -31 |
| COc1ccc(CCNC(=O)c2[nH]c(C)c(C(C)=O)c2C)cc1OC | 5 | 1 | 12 | -3 | -6 | 9 | 17 | -2 | -13 | -4 | 1 |
| Cc1ccc(NC(=O)Cc2nnc(SCC(=O)NC3CCCC3)n2C)cc1 | -9 | -8 | -9 | 3 | 10 | 6 | 4 | -3 | -4 | 0 | -11 |
| CCOC(=O)c1c(C)c2c(n1C)CCC/C2=N\O | -1 | -14 | -8 | -23 | -33 | -5 | 19 | -5 | -12 | 23 | -22 |
| NC(=O)c1cnn2c1NC(c1ccc(F)cc1)CC2C(F)(F)F (stereo not drawn) | -5 | -7 | 10 | 0 | 2 | 2 | -1 | 0 | -38 | 10 | 2 |
| CCN(c1ccccc1)S(=O)(=O)c1cc(C(=O)Nc2ccccc2Cl)ccc1F | -4 | 3 | 14 | 8 | -2 | -1 | 9 | 16 | -13 | -4 | -25 |
| COc1ccc(-c2ccc(-c3nnc(Cc4ccc(OC)c(OC)c4)o3)cc2)cc1 | 0 | -7 | 10 | -5 | 5 | -4 | -12 | 8 | -7 | -1 | -8 |
| COc1ccccc1Nc1nc(N)nc(CSCCO)n1 | -6 | 2 | 10 | -13 | -2 | -1 | -18 | -5 | 5 | -4 | -8 |
| O=C(NCc1ccc2c(c1)OCO2)C(=O)NCC1OCCN1S(=O)(=O)c1ccc(Br)cc1 (stereo not drawn) | 53 | 1 | 20 | 16 | 24 | 15 | 24 | 3 | 11 | 3 | 20 |
| COC(=O)c1ccc2nc(-c3cccc(Br)c3)c(Cc3ccc(OC)cc3C)n2c1 | -13 | -15 | -12 | -13 | -18 | -18 | -7 | nt | -22 | -15 | -42 |
| CCC1NC(=O)c2cccnc2-n2c1nc1cc(C)cc(C)c1c2=O (stereo not drawn) | 5 | -22 | -10 | -13 | -2 | 6 | 6 | -12 | 0 | -5 | -15 |
| O=C(COc1cccc2cccnc12)Nc1nccs1 | -95 | -132 | -84 | 11 | -25 | 3 | 11 | -1 | -65 | -17 | -46 |
| C[C@H](O)[C@@H]1CN2CCc3c([nH]c4ccc(-c5ccc6c(c5)OCO6)cc34)[C@@H]2C[C@@H]1N(C)C(=O)Nc1cc(Cl)cc(Cl)c1 | 52 | 10 | -13 | 30 | 10 | -5 | 26 | 1 | -23 | 35 | -2 |
| O=C(COc1ccccc1)NNC1=NS(=O)(=O)c2ccccc21 | -1 | -4 | -4 | -5 | -3 | 6 | 4 | 3 | 3 | 10 | -6 |
| COc1cc(/C=N/S(=O)(=O)c2ccccc2)cc(OC)c1O | -5 | 0 | -18 | 7 | 15 | 11 | -11 | 2 | -5 | -5 | -2 |
| COc1cc(/C=N/NC(=O)c2cn(-c3cccc(C)n3)cn2)ccc1O | -8 | -17 | 1 | -1 | -10 | -2 | -2 | -1 | 1 | -1 | 16 |
| CCOC(=O)c1ccc(NC=C2C(=O)OC3(CCCCC3)OC2=O)cc1 | -3 | -4 | 4 | -13 | -10 | 1 | -6 | 0 | -7 | -1 | 4 |
| O=C(N=C1SC2CS(=O)(=O)CC2N1Cc1ccc(Cl)cc1)C1CC1 (stereo not drawn) | -11 | 1 | 5 | -4 | 0 | 3 | -2 | 0 | 14 | -4 | -16 |
| COc1ccc(CCNC(=O)c2nnc(CS(=O)(=O)c3ccccc3)o2)cc1OC | 0 | -8 | -10 | 5 | -7 | -21 | 4 | -3 | 2 | 14 | -2 |
| CC1=C(C(=O)Nc2cccnc2)C(c2ccncc2)n2nnnc2N1 (stereo not drawn) | -2 | 3 | 7 | -1 | -9 | 2 | -5 | 4 | -5 | 0 | -19 |
| CCC1SC(N)=NC1=O (stereo not drawn) | 21 | 11 | 3 | -11 | -5 | -5 | 2 | -1 | 10 | 7 | 14 |
| CC(Sc1ncnc2sc(-c3ccccc3)cc12)C(=O)N1CCNC1=O (stereo not drawn) | -15 | 8 | 1 | 19 | -19 | -13 | 24 | 10 | 3 | 12 | 29 |
| O=C(CCS(=O)(=O)Cc1ccc(Cl)cc1)NCCCN1CCN(c2ccccc2F)CC1 | 0 | -1 | 14 | 27 | 13 | -11 | 2 | -2 | 7 | 18 | 5 |
| CCCNC(=O)CN1C(=O)NC(Cc2c[nH]c3ccccc23)C1=O (stereo not drawn) | -10 | 9 | 6 | -1 | 7 | 3 | -15 | 1 | 15 | -5 | -2 |
| COc1cc(-c2ccc3cc(OC)c(OC)c(OC)c3c2)cc(OC)c1OC | 26 | -1 | -4 | 21 | -16 | -22 | -7 | 4 | -33 | -35 | -6 |
| Cc1c(C(=O)N2CCC(C)CC2)cccc1[N+](=O)[O-] | -72 | 8 | -26 | -11 | 13 | 5 | -11 | 2 | 1 | 8 | 10 |
| Cc1ccc(S(=O)(=O)N(C)C)cc1NC(=O)COC(=O)CCC1CCCCC1 | 11 | -25 | -8 | -10 | -4 | -12 | -4 | -2 | 8 | 0 | -1 |
| COc1ccc(C(=O)N/C(=C\c2ccc3c(c2)OCO3)C(=O)Nc2ccc(C(=O)O)cc2)cc1 | -7 | -3 | -25 | 0 | -10 | 10 | -10 | -5 | -16 | -12 | 6 |

The list is partial; count on the stated rates, not on these rows.
